PfHsp40 yeast = rescue of yeast from PfHsp40 toxicity, primary screen, S. cerevisiae, ATP luminescence; S. cerevisiae expressing PfHsp40, growth rescue; growth rescue, % at 12.5 µM; 340,000 compounds, 0.68% hits; in the data active means growth rescue above about 28%, passing the limit was not always enough; inconclusive means no clear call, values can overlap the other calls;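 further: yeast W303a lacking pdr1 and pdr3 grown in galactose medium; growth measured after three days at 30 °C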
MazEF act = activators of E. coli MazEF toxin-antitoxin RNase, primary screen, biochemical, fluorescence, uHTS; Endoribonuclease toxin MazF (Escherichia coli (strain K12)), P0AE70; FAM/BHQ RNA-DNA oligo cleavage fluorescence, 5 h; activation, % at 20 µM; 350,000 compounds, 0.32% hits; AID 504720, 2011; in the data active means activation above about 50%
TcdB inh = TcdB glycohydrolase inhibitors, primary screen, biochemical, single point, plate reader | inhibition, % at 9.99 µM | 350,000 compounds, 0.24% hits | Toxin B (Clostridioides difficile), P18177 | TcdB glycohydrolase enzymatic assay | AID 652162, 2013; in the data active means inhibition above about 10%
SARS 3CLpro inh = SARS-CoV 3CLpro protease inhibitors, primary screen, biochemical, quenched FRET; Replicase polyprotein 1ab (Severe acute respiratory syndrome coronavirus), P0C6X7; recombinant SARS-CoV 3CLpro, quenched FRET peptide cleavage; inhibition, % at 6 µM; 290,000 compounds, 0.14% hits; AID 1706, 2009; in the data active means inhibition above about 12%
DUSP3 inh = VHR1 phosphatase inhibitors, primary screen, biochemical, absorbance, uHTS | recombinant VHR phosphatase, pNPP absorbance | inhibition, % at 13.3 µM | 290,000 compounds, 0.52% hits; in the data active means inhibition above about 50%; further: some compounds called inactive have numbers as strong as hits
Target sequence (P51452 whole entry, looked up): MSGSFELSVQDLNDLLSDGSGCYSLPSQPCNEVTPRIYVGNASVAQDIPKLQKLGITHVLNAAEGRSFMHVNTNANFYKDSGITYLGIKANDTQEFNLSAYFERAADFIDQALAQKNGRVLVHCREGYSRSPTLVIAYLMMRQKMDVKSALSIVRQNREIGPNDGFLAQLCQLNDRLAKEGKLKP
Anthrax LF inh2 = Bacillus anthracis LF protease inhibitors, primary screen, biochemical, multiplex microsphere, MLPCN library; Lethal factor (Bacillus anthracis), P15917; multiplex microsphere protease cleavage assay; inhibition, % at 10 µM; 360,000 compounds, 0.12% hits; AID 588501, 2011; in the data active means inhibition above about 30%; inconclusive means no clear call, values can overlap the other calls; further: plate controls were buffer without enzyme for full effect and enzyme alone for no effect
Target sequence (P15917 whole entry, looked up): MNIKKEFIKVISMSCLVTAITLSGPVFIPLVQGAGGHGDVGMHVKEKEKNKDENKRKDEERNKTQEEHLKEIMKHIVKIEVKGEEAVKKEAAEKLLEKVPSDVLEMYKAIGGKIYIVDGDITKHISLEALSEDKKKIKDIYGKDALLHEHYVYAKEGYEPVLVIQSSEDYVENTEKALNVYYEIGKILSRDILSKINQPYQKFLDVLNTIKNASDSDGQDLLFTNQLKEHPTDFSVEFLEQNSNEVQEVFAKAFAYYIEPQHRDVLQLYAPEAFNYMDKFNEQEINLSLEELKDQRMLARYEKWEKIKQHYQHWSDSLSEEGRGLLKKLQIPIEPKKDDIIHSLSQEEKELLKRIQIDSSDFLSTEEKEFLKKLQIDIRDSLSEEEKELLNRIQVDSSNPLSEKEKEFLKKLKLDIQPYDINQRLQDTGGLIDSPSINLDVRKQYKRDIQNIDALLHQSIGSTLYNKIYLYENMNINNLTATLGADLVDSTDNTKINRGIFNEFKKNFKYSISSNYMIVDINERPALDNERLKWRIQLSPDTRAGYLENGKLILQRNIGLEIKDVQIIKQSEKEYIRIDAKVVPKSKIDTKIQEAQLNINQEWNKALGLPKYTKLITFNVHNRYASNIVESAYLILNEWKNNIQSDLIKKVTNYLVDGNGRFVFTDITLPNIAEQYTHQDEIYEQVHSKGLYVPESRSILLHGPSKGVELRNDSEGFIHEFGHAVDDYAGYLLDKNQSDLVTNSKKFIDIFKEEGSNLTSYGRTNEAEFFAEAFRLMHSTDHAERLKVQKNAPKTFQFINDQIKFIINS
PriA SSB inh = inhibitors of Klebsiella pneumoniae PriA binding to SSB C-terminal tail, primary screen, biochemical, AlphaScreen; PriA–SSB C-terminal tail interaction (Klebsiella pneumoniae); AlphaScreen SSBct-PriA binding, biotinylated peptide; inhibition, % at 33 µM; 430,000 compounds, 0.6% hits; in the data active means inhibition mostly above about 37%, no sharp cut-off; inactive means mostly below about 20%;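 further: plate controls were negative control peptide for no effect and reference peptide for full effect; strong numbers were not always called active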
Rv3671c protease = Rv3671c serine protease inhibitors, primary screen, biochemical, fluorescence polarization, M. tuberculosis H37Rv; P9WHR9; inhibition, % at 5.96 µM; 320,000 compounds, 0.048% hits; in the data active means inhibition above about 38%;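 further: extracellular domain of Rv3671c used as enzyme; 0% = enzyme with DMSO and 100% = no enzyme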
Yp Topo-I inh = Yersinia pestis topoisomerase I inhibitors, primary screen, biochemical, cleavage product accumulation, plate reader, single point; activity, % at 10 µM; 360,000 compounds, 0.064% hits; DNA topoisomerase I (Yersinia pestis CO92); Y. pestis Topo-I cleavage product accumulation; in the data active means activity above about 50%, passing the limit was not always enough; inconclusive means no clear call, values can overlap the other calls; further: inactives centre near 2
BH1578 lux ind = inducers of Vibrio cholerae quorum light production without autoinducers, primary screen, BH1578 luxS cqsA deficient, single point; V. cholerae BH1578 lux reporter, luminescence, 6 h; activation, % at 18.7 µM; 350,000 compounds, 0.16% hits; AID 588436, 2011; in the data active means activation mostly above about 9.7%, no sharp cut-off; inconclusive means no clear call, values can overlap the other calls; inactive means mostly below about 3.7%; further: not every result past the cut was called active; inactives centre near 0; reference of the scale not given here
The depositor's hits bear a star; i = inactive; ? = inconclusive; . = no result given; & = joins results of further samples.

Screens in order – Yp Topo-I inh	Anthrax LF inh2	TcdB inh	PfHsp40 yeast	SARS 3CLpro inh	PriA SSB inh	Rv3671c protease	MazEF act	DUSP3 inh	BH1578 lux ind
- CCN(CC)S(=O)(=O)c1cccc(-c2nn(-c3ccccc3)cc2/C=C(\C#N)C(=O)NCc2ccco2)c1
  1	-6	.	-1.4	5	-1	0	-15	-16	0.1
- CC(C(=O)Nc1ccccc1-c1ccccc1)N1CCN(Cc2ccccc2)CC1 (centres undefined)
  44	-7	-1.3	-1.1	0	2	-1	-1	34	-0.7
- COC(=O)[C@H](Cc1ccccc1)NC(=O)N1CCN(c2ccc(F)cc2)CC1
  8	.	0.3	16	2	-9	3	4	16	-0.9
- O=S(=O)(c1cccc2cccnc12)N1CCCCC1
  5	2	2.4	-0.9	3	-10&6	9	1	-2	-0.4
- Cc1ccc(NC2=C(Cl)C(=O)OC2OC(C)C)cc1 (centres undefined)
  15	1	0.1	-1.5	1	-14	10	7	30	-0.6
- CC1CN(C(=O)CSc2nnc(-c3ccccc3)o2)CC(C)O1 (centres undefined)
  -15	2	1.9	0.1	-3	7	-1	-4	-6	-0.7
- O=C(NC1CCCCCC1)C1c2ccccc2C(=O)N1Cc1cccs1 (centres undefined)
  7	-2	-0.2	0.1	2	-2	-4	1	-8	-0.2
- CCOC(=O)NC(NS(=O)(=O)c1ccccc1)(C(=O)OCC)C(F)(F)F (centres undefined)
  0	-9	.	-0.6	-1	-9	0	0	2	i
- O=[N+]([O-])c1ccc(-c2nc(C(Cl)Cl)c3ccccc3n2)cc1
  -6	.	0.5	1.1	2	-12	-2	-2	-10	-1.3
- Cc1nn(CCS(=O)(=O)c2ccc(Cl)cc2)c(C)c1Br
  6	3	-0.3	-0.4	-2	6	3	-3	-3	-0.6
- CC(C)(C)CC(=O)Nc1nn[nH]n1
  6	-1	0.2	-0.4	0	2	-9	6	-3	-0.2
- CC[N+]1(CC)CC2=Cc3ccccc3CC2C1 (centres undefined)
  3	-2	1.0	0.7	4	-5	-3	3	12	4.2
- COc1cc(/C=N/NC(=O)c2cccc([N+](=O)[O-])c2)ccc1OCc1ccc(C)cc1
  -3	-3	.	1.1	3	.	-1	13	27	-0.4
- COC(CNC(=O)c1ccc2c3c(onc13)-c1ccccc1C2=O)OC
  -14	.	0.5	0.1	5	12	-44	i	4	-0.3
- OCC1(CC2CCCCO2)CCN(Cc2nc3ccccc3[nH]2)CC1 (centres undefined)
  6	-1	0.8	-1.3	3	0	-4	5	15	-0.2
- COc1ccccc1C(=O)NC(=O)OCCn1c(C)cnc1[N+](=O)[O-]
  0	-2	5.0	2.6	-4	-1	4	3	23	i
- O=C(OCc1nnc(-c2ccccc2)o1)c1cccc(S(=O)(=O)N2CCOCC2)c1
  18	-1	1.5	-0.8	.	-13	2	8	.	i
- COc1ccccc1C(=O)NNC(=O)CN(C)S(=O)(=O)c1ccc(Cl)cc1
  5	4	-0.1	.	.	.	.	12	.	-5.3
- COc1cccc(CN2CC(C(=O)N(C)CCc3ccccc3)CCC2=O)c1 (centres undefined)
  13	0	1.2	-1.3	2	-2	18	-1	-15	2.0
- O=S(=O)(CC(O)CS(=O)(=O)c1ccc(Cl)cc1)c1ccccc1 (centres undefined)
  6	2	0.1	0.0	0	-7	6	-5	23	-2.5
- CCN(CC)CCNC(=O)c1sc2ncn(CC(=O)Nc3ccc(C)c(Cl)c3)c(=O)c2c1C
  -13	2	-0.1	1.9	-4	-6	-9	13	14	-0.4
- CN1CCN(CCC=C2c3ccccc3Sc3ccc(S(=O)(=O)N(C)C)cc32)CC1
  4	-4	1.1	-0.4	.	11	3	20	.	-0.3
- Cc1c(Cl)cccc1NC(=O)c1nc(C)n(-c2cc(OC(C)C)c(Cl)cc2Cl)n1
  2	0	.	2.0	-1	-10	-11	-4	3	.
- CCOc1ccc2nc(N3C(=O)CNC3=S)sc2c1
  3	-5	0.9	-1.2	3	-2	4	6	4	-0.5
- COc1cc2[nH]c(C(=O)NCC3CCCO3)cc2c(OC)c1OC (centres undefined)
  -1	-2	0.8	.	-4	3	-1	9	10	-0.2
- CN(C)CCNc1ncnc2c1sc1nc(-c3ccccc3)c3c(c12)CCCC3
  -2	-2	4.2	-0.4	-4	34	-7	-31	2	0.8
- CC(=O)c1cccc(NC(=O)COC(=O)c2ccccn2)c1
  -4	-2	1.0	0.0	2	-8	9	3	36	-1.5
- O=C(CCCN1C(=O)/C(=C/c2ccccc2)SC1=S)Nc1ccc(C(=O)O)c(O)c1
  9	-6	1.2	0.4	5	7	-11	9	19	-0.5
- COc1ccc(OC)c(C(=O)/C=C/c2ccccc2C(F)(F)F)c1
  2	-10	.	5.5	3	-1	1	-14	10	i
- COc1ccc(Cn2c(=O)n(Cc3ccco3)c(=N)c3c4c(sc32)COC(C)(C)C4)cc1
  28	-4	.	-1.5	5	5	-7	-17	29	i
- COc1ccc(CNCCCn2cnc3c(SC)ncnc32)cc1
  6	-2	0.5	.	.	.	.	11	.	-2.0
- COc1ccc(C2=NN(C(=O)CSc3nnc(-c4ccccc4F)o3)C(c3ccco3)C2)cc1 (centres undefined)
  8	0	.	-0.7	-2	-14	0	-2	-4	3.6
- COc1ccc(Nc2nnc(SCC3CCCO3)s2)cc1 (centres undefined)
  10	-2	5.8	1.0	1	-11	-8	-3	20	-1.4
- CCCN(CCC)C(=O)CCSCCC(=O)N(CCC)CCC
  0	-1	-4.6	-2.3	3	11	7	-3	-7	-1.0
- O=S(=O)(c1ccc(Cl)cc1)N1CCCC1c1nc(-c2cccc(Cl)c2)no1 (centres undefined)
  26	-7	.	-0.5	2	-11	-11	-4	-2	-3.0
- O=C1CNC(=S)N1CCc1ccc(Cl)cc1
  12	-4	0.1	0.7	3	-1	2	5	10	1.6
- Oc1ccc[n+](/C=C\c2ccccc2)c1
  -7	-1	1.2	-0.2	.	-4	-4	-1	.	-5.2
- COC(=O)c1cc(C(=O)OCC(=O)NNC(=O)c2cccs2)cc([N+](=O)[O-])c1
  -14	-2	0.9	-0.6	.	-10	11	-4	.	i
- COc1ccccc1NS(=O)(=O)c1cc(NC(=O)COc2ccccc2)ccc1N1CCOCC1
  9	-2	3.2	0.2	.	-7	-30	2	.	i
- COc1ccccc1C(=O)N1CCN(Cc2ccc3c(c2)OCO3)CC1
  -13	2	.	0.3	-4	6	-1	-5	-10	i
- Cc1c(C(=O)NCc2ccoc2)oc2ccc3c(c12)C(=O)CC(C)(C)O3
  15	.	.	2.0	2	2	-8	3	3	i
- Cc1ccc(OC(C)C(=O)N/N=C/c2ccccn2)cc1 (centres undefined)
  2	-1	0.5	-1.4	-1	.	2	9	14	-2.3
- O=C(NNC(=S)Nc1ccc(F)cc1)c1ccccc1OC(F)F
  7	-1	.	1.2	-3	0	2	0	40	i
- CCOC(=O)Cn1nc(C)c(NC(=O)COc2ccc(OC)cc2)c1C
  1	-7	0.6	16	2	-10	0	4	27	i
- CC(=O)Nc1ccc(S(=O)(=O)NCC(=O)OCC(=O)N2CCc3ccccc32)cc1
  -11	-7	.	0.3	-5	5	-12	-1	23	-0.6
- Cc1cccc(OCc2nnc(SCCC(=O)O)n2-c2ccccc2)c1
  5	-7	0.0	-1.3	2	-15	-6	-3	14	-0.1
- COCCN1CCN(C(=O)c2cc(COc3ccc(F)cc3F)on2)CC1
  -3	.	2.9	-1.1	4	-14	8	-17	32	-0.3
- O=C(Nc1cccnc1Cl)c1ccc(=O)oc1
  2	?	-0.4	0.0	-4	-3	-12	-19	25	i
- O=C(COc1ccc(S(=O)(=O)N2CCCC2)cc1Cl)NCc1ccc2c(c1)OCO2
  30	2	.	0.2	-1	6	-6	9	-13	i
- O=C(N/N=C/c1c[nH]c2ccccc12)c1cccc([N+](=O)[O-])c1
  -18	1	.	-0.1	-3	.	2	7	1	0.6

Later entries:
Screens in order – Yp Topo-I inh	Anthrax LF inh2	TcdB inh	PfHsp40 yeast	SARS 3CLpro inh	PriA SSB inh	Rv3671c protease	MazEF act	DUSP3 inh	BH1578 lux ind
- CCC1(c2ccccc2)NC(=O)N(CC(=O)NCc2ccc(F)cc2)C1=O (centres undefined)
  -9	-3	3.3	1.0	-5	-9	5	4	26	i
- O=C(NNS(=O)(=O)c1ccc(Cl)cc1)c1cccc(S(=O)(=O)N2CCOCC2)c1
  1	-5	0.3	-0.7	2	-2	3	-6	26	-0.7
- CC(C)NC(=O)Nc1cccs1
  -1	3	.	-0.7	-5	-7	2	-8	26	1.8
- CC(=O)Nc1c(Cl)cc2c(c1Cl)Cc1cc(N)ccc1-2
  -11	-6	-2.1	-0.8	.	3	.	-24	.	-4.3
- O=C(NCC(c1ccco1)N1CCc2ccccc21)c1ccccc1Cl (centres undefined)
  -2	-2	1.1	-2.2	.	11	8	2	.	-0.8
- O=C(COC(=O)c1ccc2c(c1)OCCO2)NCc1ccc(Cl)cc1
  -1	-6	1.1	.	.	.	.	4	.	-0.6
- O=C(O)c1cccc(S(=O)(=O)Nc2ccccc2Cl)c1
  6	6	.	6.8	2	-8	13	-1	11	.
- COc1ccc(CCNC(=O)CCc2ccccc2O)cc1OC
  8	.	1.4	0.7	.	1	.	0	.	i
- COc1ccc(/C(N)=N/OC(=O)CC2CCCCC2)cc1
  -5	-5	0.5	2.5	-1	.	4	3	2	-0.1
- Nc1c(Cl)cc(-c2[nH]c3cc(C(=O)NCCO)ccc3c(=O)c2O)cc1Cl
  -16	-2	1.2	43*	-4	-34	26	-31	24	-0.9
- Cc1cccc(NC(=O)C2NC(=O)CC2c2ccccc2)c1C (centres undefined)
  10	-4	1.0	-0.8	-6	-3	9	2	38	i
- COc1cc(NC(=O)c2ccc3c(c2)OCCO3)ccc1NC(=O)c1ccco1
  12	-6	1.7	-1.6	2	-4	3	8	26	0.7
- CCn1nc(NS(=O)(=O)c2ccc(NC(C)=O)cc2)c2cc3cc(C)ccc3nc21
  -3	1	0.9	0.1	-2	-5	-4	-5	-3	-0.4
- CCOC(=O)N1CCC(NS(=O)(=O)c2ccc(C)cc2)CC1
  -2	1	0.2	-0.8	-9	-3	-3	-14	-3	i
- COc1ccc2cc(CCNC(=O)c3cccc([N+](=O)[O-])c3)c(=O)[nH]c2c1
  -5	0	0.7	1.1	-3	-10	-12	-2	-29	-0.5
- O=C(O)c1ccnc(C(=O)O)c1
  4	-1	.	-0.4	1	57*	-5	4	15	i
- O=C(NS(=O)(=O)c1ccc(Cl)cc1)c1ccccc1
  3	4	-0.5	0.0	6	-10	-1	7	14	-0.9

Assay outcomes deposited in PubChem by several laboratories.

The list is partial. The share of hits here may be higher or lower than overall.
